Furin inhibitor: blocks human furin protease activity | 220,000 tested, 0.061% active | inhibition, % at 30 µM | purified furin, fluorogenic substrate cleavage | AID 463115; in the data active = inhibition above about 25%; note: inactives centre near -15
PERK inh: human PERK inhibition, primary cell-based screen; CHO PERK-DD fusion, SEAP luminescence translation reporter; inhibition, % at 5.6 µM; 220,000 tested, 0.17% active;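 active = inhibition above the mean inhibition of all tested compounds plus 3 SD, set separately per screening campaign, cut at about 2.9% in these data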;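 note: PERK kinase domain activated by AP20187 dimerizer at 100 nM; 0% = DMSO with dimerizer and 100% = rapamycin at 8.4 µM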
Target sequence (Q9NZJ5 whole entry, looked up, the tested form may be a part): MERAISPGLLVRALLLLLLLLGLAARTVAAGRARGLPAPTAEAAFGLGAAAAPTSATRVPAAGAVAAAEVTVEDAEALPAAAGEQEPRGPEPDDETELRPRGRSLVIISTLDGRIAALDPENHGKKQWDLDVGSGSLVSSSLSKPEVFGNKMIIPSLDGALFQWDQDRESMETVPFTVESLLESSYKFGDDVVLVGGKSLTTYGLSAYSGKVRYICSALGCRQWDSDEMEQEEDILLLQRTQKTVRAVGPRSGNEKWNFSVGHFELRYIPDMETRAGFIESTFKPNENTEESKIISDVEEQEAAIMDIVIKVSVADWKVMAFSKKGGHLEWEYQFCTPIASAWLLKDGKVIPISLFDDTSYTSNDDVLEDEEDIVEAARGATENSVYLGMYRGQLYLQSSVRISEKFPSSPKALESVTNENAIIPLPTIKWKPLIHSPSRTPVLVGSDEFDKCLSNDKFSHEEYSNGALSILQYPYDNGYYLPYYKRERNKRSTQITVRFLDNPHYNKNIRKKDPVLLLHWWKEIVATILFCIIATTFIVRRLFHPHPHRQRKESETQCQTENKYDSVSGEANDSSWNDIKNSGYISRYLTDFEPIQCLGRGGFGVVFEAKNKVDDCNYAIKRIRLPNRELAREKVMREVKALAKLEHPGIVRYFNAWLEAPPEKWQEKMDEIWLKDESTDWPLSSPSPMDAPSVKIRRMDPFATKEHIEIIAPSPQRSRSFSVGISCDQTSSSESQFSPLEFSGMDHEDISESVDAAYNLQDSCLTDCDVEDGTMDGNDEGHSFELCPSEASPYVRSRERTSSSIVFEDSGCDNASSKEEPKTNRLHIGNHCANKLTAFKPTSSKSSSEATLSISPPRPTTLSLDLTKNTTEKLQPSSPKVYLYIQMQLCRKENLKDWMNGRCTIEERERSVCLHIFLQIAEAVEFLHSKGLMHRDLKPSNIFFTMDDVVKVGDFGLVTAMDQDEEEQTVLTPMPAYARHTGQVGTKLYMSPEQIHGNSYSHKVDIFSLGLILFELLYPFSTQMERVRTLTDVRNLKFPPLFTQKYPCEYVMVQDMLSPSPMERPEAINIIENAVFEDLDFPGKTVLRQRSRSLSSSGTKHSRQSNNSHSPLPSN
KLK5 inh: kallikrein 5 (human) inhibition. AID 873. Q9Y337. recombinant hK5, fluorogenic AMC substrate cleavage. inhibition, % at 5 µM. 210,000 tested, 0.59% active;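 active = inhibition of 40% or more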;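 note: 0% = enzyme controls without compound and 100% = no-enzyme blanks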
FXIIa inh: inhibitors of human coagulation factor XIIa; purified FXIIa, Boc-QGR-AMC fluorogenic substrate, 2 h; AID 800; 220,000 tested, 0.3% active; inhibition, % at 5 µM; in the data active = inhibition above about 40%;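 note: 0% = enzyme with no compound and 100% = blank without enzyme; many of its hits are not listed in these tables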
Rad51 HR inh: blocks human Rad51 in homologous recombination; Q06609; inhibition, % at 10 µM; hRad51 DNA strand exchange, fluorescence dequenching; 200,000 tested, 0.085% active;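 active = inhibition above 40% at the single screening dose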;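 note: 0% = DMSO control wells and 100% = blanks with heterologous ssDNA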
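System: hRad51 filaments on single-stranded DNA; reagent: Fluorescein- and BHQ1-tagged 47-mer duplex; compound dosing: one concentration, 10 µM final; timing: filaments 15 min 37 °C, then compound 30 min; measured by: fluorescein emission 520 nm, excitation 485 nm; benchmarks: per-plate controls and blanks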
Thrombin inh: blocks human thrombin protease activity; P00734; alpha-thrombin, Boc-VPR-AMC fluorogenic substrate cleavage; inhibition, % at 5 µM; 220,000 tested, 0.26% active; AID 1046;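 active = inhibition at or above 40%; inactive = inhibition below 40%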;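 note: 0% = enzyme with no compound and 100% = wells without enzyme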
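Material: Human alpha-thrombin protein | Buffer or medium: pH 7.5 Tris-saline with Tween 20 | Reagent: Boc-VPR-AMC substrate, 15 µM final | Schedule: Reaction at ambient temperature | Detection: AMC fluorescence at 355 nm excitation and 460 nm emission | Evaluation: Percent inhibition scaled between no-compound controls and no-enzyme blanks | Controls: no-compound enzyme wells and no-enzyme blanks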
Calpain2 inh: inhibitors of pig calpain II | 220,000 tested, 0.37% active | inhibition, % at 16 µM | AID 1236 | purified calpain II, fluorogenic peptide substrate, 30 min;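 active = inhibition above about 50%, limit read from the data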
Cl transport mod: KCC2 (human) Cl- transport modulation; AID 1456; 190,000 tested, 2.2% active; KCC2 cells, thallium flux FluoZin-2 fluorescence; B-score of Tl+ flux slope (higher = more flux/activation; lower = inhibition) at 10 µM;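 active = thallium flux slope and its plate-corrected score both differing from the plate sample mean at a set confidence after two filtering rounds, in either direction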;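 note: slope of fluorescence scaled to starting intensity during 10 to 20 s after thallium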
FXIa inh 1536: factor XIa (human) inhibition | purified FXIa, Boc-Glu-Ala-Arg-AMC fluorogenic substrate | inhibition, % at 5 µM | 220,000 tested, 0.14% active | AID 798;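 active = inhibition of at least 40%; inactive = inhibition below 40%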;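 note: fluorescence of freed AMC excited at 355 nm; 0% = enzyme without compound and 100% = no enzyme blank; many of its hits are not listed in these tables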
The depositor's hits bear a star; . = not tested or not shown; [ ] = dose if it differs, or a comment. These rows are one share of the data. The share of hits here may be higher or lower than overall.

SMILES | Furin inhibitor | PERK inh | KLK5 inh | FXIIa inh | Rad51 HR inh | Thrombin inh | Calpain2 inh | Cl transport mod | FXIa inh 1536
COc1ccc(C(=O)N/N=C/C23CC[C@@H](O)CC2(O)CC[C@@H]2[C@@H]3CCC3(C)C(C4=CC(=O)OC4)CCC23O)cc1 (stereo not given in full) | -20 | 1.8 | 5 | 5 | 2 | 0 | -26 | 0.18 | 2
O=[N+]([O-])c1cc(F)c(N2CCCC2)cc1N1CCNCC1 | -5 | 1.0 | 3 | 13 | 18 | 5 | -18 | -0.067 | 3
Cc1ccc(-c2nn(Cc3ccccc3)cc2C=O)cc1 | -8 | -0.9 | -15 | 4 | 8 | -9 | 9 | -0.71 | -6
CCOc1ccccc1-n1c(O)c(C=NCc2ccc3c(c2)OCO3)c(=O)[nH]c1=O | -7 | -0.8 | -14 | 14 | 1 | 4 | -27 | 1.2 | 3
O=C(NCCN1CCCCC1)c1ccc(Cl)nc1Cl | -19 | 1.8 | . | 7 | . | -1 | -10 | . | 2
Cc1ccc(OCC(=O)N2CCN(Cc3cccnc3)CC2)cc1 | -13 | -0.5 | 1 | 5 | 12 | -3 | 2 | -0.0028 | -4
Cc1ccc(-c2nc3ccccc3c(=O)n2-n2cccc2)cc1 | -4 | -1.4 | 1 | 1 | 1 | 0 | 22 | -0.3 | 0
COc1ccccc1CC1C(=O)C2CCN1CC2 (stereo not given) | -16[20 µM] | 1.5 | 3 | 8 | 10 | -4 | 12 | 0.047 | 2
CC[n+]1c(/C=C/N(C)c2ccccc2)sc2ccc(Cl)cc21 | -3[20 µM] | 0.0 | 3 | 13 | -3 | 3 | -2 | -1.7 | 3
O=P(Nc1cccc(Cl)c1)(Oc1ccccc1)Oc1ccccc1 | -7 | 0.5 | -5 | 1 | 5 | -6 | 60* | -0.19 | -3
NC1=C([N+](=O)[O-])C(c2ccc3c(c2)OCO3)c2c(c3ccccc3oc2=O)O1 (stereo not given) | -13 | -0.1 | 4 | 10 | -11 | 3 | 6 | 0.91 | 1
COC(=O)C1C2c3ccccc3OC1(C)N=c1s/c(=C/c3cnn(C)c3)c(=O)n12 (stereo not given) | -1 | -1.2 | -1 | -9 | 1 | -3 | -19 | -0.43 | -3
Cc1cc(/C=C2\C(=O)NC(=O)N(c3ccc(Br)cc3)C2=O)c(C)n1C | -28 | 0.4 | . | 10 | . | 0 | -20 | 0.2 | 2
CCN(CC)c1ccc(/C=C2/C(=O)NC(=O)N(CC3CCCO3)C2=O)cc1 (stereo not given) | 2[20 µM] | 1.1 | 6 | 36 | -4 | 3 | 18 | 0.41 | 20
C[N+]1=C(/C=C/Nc2ccccc2)C(C)(C)c2ccccc21 | -4 | 1.0 | -1 | 7 | -8 | -8 | 0 | 0.63 | 2
CCC(C)N1C(=O)NC(=O)C2(Cc3c(ccc4ccccc34)N(C)C2)C1=O (stereo not given) | -12 | -1.2 | -3 | 13 | 4 | 6 | -19 | -2.6 | 5
CCC(=NCCCn1ccnc1)c1c(O)n(-c2ccc(OC)cc2)c(=O)[nH]c1=O | -19 | 2.4 | 2 | 6 | . | -2 | -17 | -0.11 | 2
CC(Oc1ccc(-c2ccccc2)cc1)C(=O)O (stereo not given) | -9 | 0.9 | 12 | 12 | 4 | -3 | 10 | -0.92 | -6
C=CCC1C(=O)NC(=S)NC1=O | -10 | 0.9 | -4 | -1 | 19 | 0 | -14 | 1.6 | -5
CC1CN=C(Nc2ccccc2)S1 (stereo not given) | -9 | 0.0 | -2 | 14 | -1 | -1 | -24 | 0.48 | 0
O=C(COc1ccccc1)Nc1ccc(Cl)cc1C(=O)c1ccccc1 | -21 | 0.9 | 0 | 11 | . | 3 | 1 | -0.017 | 6
CC1CN(CCc2ccccc2)CC(C)O1 (stereo not given) | -21[20 µM] | 1.5 | 0 | 12 | 6 | -4 | 2 | 0.5 | -3
Cn1c(=O)n(CC(=O)N2CCC3(CC2)OCCO3)c(=O)c2ccccc21 | -13 | 0.6 | -13 | 3 | 3 | -12 | -61 | 0.7 | -8
CCc1ccc(CNCCc2ccccc2F)cc1 | -22 | 0.0 | -8 | 8 | 7 | 1 | -1 | 0.22 | 8
O=C(N=Nc1c(O)[nH]c(=O)[nH]c1=O)C1COc2ccccc2O1 (stereo not given) | -18 | 0.3 | -4 | 0 | 14 | -8 | -10 | 0.38 | -5
O=C1OC(c2ccc(Cl)cc2)=N/C1=C\N1CC2CC(C1)c1cccc(=O)n1C2 (stereo not given) | 4 | 0.1 | 0 | 10 | . | -3 | 4 | -1.1 | 0
Cc1cccc(CN2CCN(Cc3ccc(Cl)cc3)CC2)c1 | -19[20 µM] | -1.5 | -7 | 9 | -3 | -3 | -7 | -0.12 | 0
O=[N+]([O-])c1cc(-c2ccc([As](=O)(O)O)cc2)ccc1[As](=O)(O)O | -21 | 0.3 | -8 | 2 | -8 | -10 | -9 | 0.97 | -2
O=C(c1cc(S(=O)(=O)N2CCCCC2)ccc1F)N1CCC2(CC1)OCCO2 | -25[20 µM] | 0.2 | -18 | 10 | -11 | -8 | -22 | . | -1
C=CCN1C(=O)NC(=O)/C(=C/C=C/c2ccccc2)C1=O | -15 | 2.1 | 0 | 11 | -24 | -1 | -12 | 0.35 | -2

4 records drawn at random from the list so far:
SMILES | Furin inhibitor | PERK inh | KLK5 inh | FXIIa inh | Rad51 HR inh | Thrombin inh | Calpain2 inh | Cl transport mod | FXIa inh 1536
CC1CN(CCc2ccccc2)CC(C)O1 (stereo not given) | -21[20 µM] | 1.5 | 0 | 12 | 6 | -4 | 2 | 0.5 | -3
CCN(CC)c1ccc(/C=C2/C(=O)NC(=O)N(CC3CCCO3)C2=O)cc1 (stereo not given) | 2[20 µM] | 1.1 | 6 | 36 | -4 | 3 | 18 | 0.41 | 20
O=C(N=Nc1c(O)[nH]c(=O)[nH]c1=O)C1COc2ccccc2O1 (stereo not given) | -18 | 0.3 | -4 | 0 | 14 | -8 | -10 | 0.38 | -5
CC[n+]1c(/C=C/N(C)c2ccccc2)sc2ccc(Cl)cc21 | -3[20 µM] | 0.0 | 3 | 13 | -3 | 3 | -2 | -1.7 | 3

Further compounds.
SMILES | Furin inhibitor | PERK inh | KLK5 inh | FXIIa inh | Rad51 HR inh | Thrombin inh | Calpain2 inh | Cl transport mod | FXIa inh 1536
CCn1c(P(C)(=O)O)nc2cc(NC(=O)c3ccccc3F)ccc21 | -26 | 0.3 | -1 | 4 | -7 | -1 | -14 | 0.59 | -1
CN1CCN(c2ccc([N+](=O)[O-])c(N)c2)CC1 | 6 | -0.6 | -11 | 2 | -3 | -5 | 21 | -0.065 | -13
CC(=NCCN(C)C)c1c(O)n(Cc2ccccc2)c(=O)[nH]c1=O | -18 | -0.1 | -4 | 0 | 11 | -4 | -6 | 0.76 | -2
CCOC(=O)C(O)(c1ccc(N(CC)S(=O)(=O)c2ccccc2)cc1)C(F)(F)F (stereo not given) | -27 | -1.0 | -10 | 7 | -5 | -4 | 8 | 0.31 | -6
CC1CN(c2cc([N+](=O)[O-])ccc2Cl)CC(C)N1 (stereo not given) | -8 | 0.2 | -7 | 7 | 9 | -4 | 30 | 0.44 | 4
O=c1[nH]c(=S)n(Cc2ccc(F)cc2)c(O)c1C=NCc1cccnc1 | -8[20 µM] | -0.5 | 10 | 22 | -3 | 1 | -3 | -0.43 | 5
COc1ccc2c3c([nH]c2c1)C(C)NCC3 (stereo not given) | -28 | 1.8 | -4 | 7 | -7 | -13 | -277 | -0.065 | -6
Cc1ccc2ccccc2c1NC(=O)CNC1CCCCC1 | -18[20 µM] | -0.4 | -9 | 12 | -4 | -1 | -13 | -1.2 | -1
CCCCn1c(O)c(/C=N/NC(=O)c2ccncc2)c(=O)[nH]c1=O | -1 | -0.5 | -16 | 7 | -60 | 1 | -18 | 0.58 | 4
NC(=O)Nc1ccc(C(=O)OCC(=O)Nc2ccc(Cl)cc2C(=O)c2ccccc2)cc1 | -13 | 0.7 | 0 | 9 | 12 | 1 | 20 | 0.19 | 10
COc1cccc(N=Cc2c(O)n(Cc3ccco3)c(=O)[nH]c2=O)c1 | -11 | 0.1 | -6 | 2 | -32 | -3 | -79 | -0.0066 | -4
O=C(O)c1ccc2c(c1)C1C(Cl)C(Sc3ccccc3[N+](=O)[O-])CC1C(c1cccc([N+](=O)[O-])c1)N2 (stereo not given) | -13 | 0.2 | 1 | 6 | 2 | . | -66 | 0.0025 | 5
COc1cc(C(=O)Nc2ccc(Br)cc2C(=O)c2ccccc2Cl)cc(OC)c1OC | -14 | 0.5 | -1 | 9 | . | 2 | -26 | -0.49 | 1
COc1ccc(/C=C2/C(=O)NC(=O)N(C3CCCCC3)C2=O)cc1CSc1ccccn1 | -10[20 µM] | 0.4 | -29 | 4 | . | -1 | -18 | -0.32 | -6
COc1ccc(C(=O)CC2(CC(=O)c3ccc(OC)cc3)C(=O)N(C)C(=O)N(C)C2=O)cc1 | -21[20 µM] | -1.9 | -3 | 13 | -6 | 5 | -20 | 0.96 | -4
Cn1c(=O)c2c(nc(N/N=C/c3c(O)n(C4CCCCC4)c(=S)[nH]c3=O)n2C)n(C)c1=O | -3 | 0.2 | -20 | 5 | . | -10 | -33 | -0.74 | 1
COC(=O)C1=Nc2ccccc2/C1=C\c1c(O)n(-c2cc(OC)ccc2OC)c(=O)[nH]c1=O | -22 | 0.8 | -16 | 13 | 3 | -2 | -32 | 1 | 6
CC(C)Oc1cccc(NC(=O)c2cccn(Cc3ccc4c(c3)OC(F)(F)O4)c2=O)c1 | 1[20 µM] | 0.6 | -11 | 23 | -7 | 0 | -14 | -0.13 | 5
O=C1N(c2nncs2)CCN1[N+](=O)[O-] | -14 | 0.7 | -12 | 2 | 8 | -5 | -24 | 0.068 | -12
Cn1cc[n+](C)c1P(=S)(c1ccccc1)c1ccccc1 | -21 | 0.3 | 6 | 1 | -7 | -8 | -9 | 0.17 | 2
Cc1ccccc1-n1c(O)c(C=NCCN2CCOCC2)c(=O)[nH]c1=O | -23[20 µM] | 0.7 | -7 | 9 | 9 | 0 | -42 | . | 0
O=c1cccc2n1CC1CC2CN(S(=O)(=O)c2ccc(F)cc2)C1 (stereo not given) | -12 | 0.2 | 0 | 5 | -3 | . | -10 | 0.011 | 1
Cn1c(C(=O)N2CCC3(CC2)OCCO3)cc2c(=O)n(C)c3ccccc3c21 | -4[20 µM] | 0.2 | 2 | 13 | -6 | -1 | -2 | . | 0
CCCN1CC(C)C(OC(C)=O)(c2ccccc2)CC1C (stereo not given) | -20[20 µM] | 0.1 | 15 | 7 | -2 | -5 | 18 | . | 1
C=C1CC[C@@]2(O)[C@H]3Cc4ccc(O)c5c4[C@@]2(CCN3CC2CC2)[C@H]1O5 | -12 | 0.4 | -13 | 1 | 2 | -4 | -5 | 0.6 | -5
O=C(c1ccc2c(c1)OCO2)N1CCC2(CC1)OCCO2 | -15 | 0.2 | -21 | 11 | -1 | 0 | 15 | 1.5 | 3
COc1ccc(NC(=O)c2cn(CCC#N)nc2-c2cccc([N+](=O)[O-])c2)cc1 | -22 | 0.3 | 0 | 13 | . | 3 | 21 | -1.7 | 0
CCOc1cc(/C=C2\C(=O)NC(=O)N(C)C2=O)cc([N+](=O)[O-])c1O | -8 | 0.6 | -2 | 6 | 5 | -1 | -17 | 0.15 | -1
CCCCC(=O)N/N=C/c1c(O)n(CC)c(=S)[nH]c1=O | 8 | -0.3 | -60 | 6 | 5 | -4 | 15 | -0.7 | 4

High-throughput results from PubChem.
